TAG inh: reduces triacylglycerol accumulation in H9c2 cells. Nile Red lipid (TAG) fluorescence; cells loaded with 200 µM oleic acid. inhibition, % at 12.5 µM. hit rate 0.66% among 230,000;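 active means pattern-corrected inhibition of lipid staining of at least 50% with the nuclear-stain viability signal not falling by more than 50%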;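 further: 0% = DMSO wells and 100% = triacsin C control wells; some results filed as inactive read as strong as hits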
TAG inh DAPI viability: further read-out of TAG inh, marked with its call; DAPI nuclei signal change (viability), lower = more cytotoxic, %;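 whole-well DAPI fluorescence read on a plate reader as a viability signal; minus 50 percent equals half of cells still viable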
Starred values were filed as active, the others as inactive. Some of the compounds tested (hit frequency here may not be typical).

structure,TAG inh,TAG inh DAPI viability
COc1cc(CNC2CCCC2)c(Br)cc1OC1CCCC1,0,20
COC(=O)c1cc(N2CCN(C)CC2)nc2ccccc12,1,30
Cc1cc(C)n2nc(C(=O)OCCOc3ccc(Br)cc3)nc2n1,-2,-9
COCC(C)NC(=S)N1CCN(c2ccccc2Cl)CC1 (stereo unspecified),-7,1
CCC(c1nnc(SCC(=O)NCCc2ccc(OC)c(OC)c2)n1Cc1ccccc1)N(C)C (stereo unspecified),-6,-7
O=c1[nH]nnc2sc3c(c12)CCCC3,3,9
CCOC(=O)CN1C(=O)C(O)(CC(=O)c2ccccn2)c2ccccc21 (stereo unspecified),1,-1
COc1cccc(CN2CCN(c3ncccn3)CC2)c1OC,7,-6
COc1ccc(CCNC(=O)C2CC(c3c(Cl)cccc3Cl)=NO2)cc1 (stereo unspecified),-14,-1
O=C(COC(=O)/C=C/c1cccc(C(F)(F)F)c1)NCCN1C(=O)CSC1=O,1,2
O=C(c1ccco1)N1CCN(C(=O)C2CCN(S(=O)(=O)c3cnc[nH]3)CC2)CC1,-8,0
O=C(O)/C=C/C(=O)Nc1ccc(OC(F)(F)Cl)cc1,-4,-4
Cc1ccc(NC(=O)c2nc(C)n(-c3ccc([N+](=O)[O-])cc3)n2)cc1,16,5
CCc1ccc(OCCOCC(O)CNC2CCCC2)cc1 (stereo unspecified),7,-2
Cc1ccc(Cl)cc1N1CCN(C(=O)CCC(=O)O)CC1,16,-6
CCN(CC)C(=O)CS(=O)CC(=O)Nc1cc(OCCOC)c(Cl)cc1Cl (stereo unspecified),-5,-4
COc1ccc(CCNC(=O)CSc2ccc(-c3ccco3)nn2)cc1,9,-17
Cc1cc(/C=C2\C(=N)N3N=C(C(C)C)SC3=NC2=O)c(C)n1-c1ccccc1,5,0
COC1=CC(C)C2CC3OC(=O)CC4C(C)=C(OC)C(=O)C(C2(C)C1=O)C34C (stereo unspecified),-5,-4
Cc1cc(C)nc(/N=C(\N)N2CCc3ccccc32)n1,-5,1
CCCC(=O)N1CCCC1(C)C(=O)NCc1c(F)ccc(C)c1F (stereo unspecified),-3,-1
COc1ccc(OC(=O)CCN2C(=O)C3C4C=CC(C4)C3C2=O)cc1 (stereo unspecified),9,-3
COc1ccc(NC(=O)C2CCCN2C(=O)NCc2ccccc2)cc1 (stereo unspecified),-17,3
NC(=O)C1CCN(Cc2nc3c(Br)cc(Br)cc3c(=O)[nH]2)CC1,5,1
C#CCN(C[C@H]1[C@H](OC(=O)NCc2ccccc2F)[C@H](OC(=O)NCc2ccccc2F)C[C@H]2C(=O)N(c3ccccc3)C(=O)[C@@H]12)S(=O)(=O)c1ccc(C)cc1,6,5
CCC(C(=O)OC)n1c(-c2ccccc2)nc2ccccc2c1=O (stereo unspecified),-12,1
N#CC1C(=O)NC(c2ccccc2)=CC1c1ccccc1 (stereo unspecified),6,4
CCc1ccc(OCC(=O)OC(C)C(=O)NC2CC2)cc1 (stereo unspecified),-13,6
COC(=O)CS(=O)(=O)c1cccc2cccnc12,-5,5
Cc1c(C(=O)N2CCCC2)sc(NC(=O)c2ccc(Cl)cc2)c1C#N,-12,8

structure,TAG inh,TAG inh DAPI viability
COc1cc(/C=C/C(=O)N2CCN(c3n[nH]c(=O)[nH]c3=O)CC2)cc(OC)c1OC,7,-5
Cc1ccc(-n2c(N)c(C#N)c(-c3ccc(Cl)cc3)c(C#N)c2=O)cc1,17,-6
COc1ccccc1N1CC(C(=O)Nc2ccc3c(c2)OCO3)CC1=O (stereo unspecified),-13,3
O=c1nc(Oc2ccccc2)nc2ncccn12,5,0
COc1ccc(CCNS(=O)(=O)c2cn(C)c(=O)n(C)c2=O)cc1,-3,8
Cc1ccc(N2CC(C(=O)Nc3cccc(C(=O)NC4CC4)c3)CC2=O)cc1 (stereo unspecified),5,-8
CCCCCCN1C[C@@H](n2cc(C3CC3)nn2)[C@H](O)C[C@@H]1c1ccc(C)cc1,-1,13
CCCC12CN3CC(C)(CN(C1)C3c1ccc(OC(C)C)cc1)C2=O (stereo unspecified),-26,0
Cn1c(=O)c2c(nc(SCc3ccccc3)n2Cc2ccc(Cl)cc2)n(C)c1=O,18,-11
Cc1ccc(CC(=O)Nc2cccc(C(=O)Nc3c(C)n(C)n(-c4ccccc4)c3=O)c2)cc1C,9,-4
CCCC1S/C(=N/N=C/c2ccc(OC)cc2)N(Cc2ccccc2)C1=O (stereo unspecified),-5,-10
Cc1cc(NC(=O)CN2CCN(S(=O)(=O)c3ccc4ccccc4c3)CC2)no1,3,-5
COc1cc2c3c(c1)c(C1=NC(=S)NC1=O)c(O)n3C(C)(C)C=C2C,83*,-7.5*
CCOC(=O)c1sc(NC(C)=O)cc1C,2,6
COc1ccc(NC(=O)CN(C)CC(=O)Nc2ccccc2SC)cc1Cl,-4,12
Cc1cc(C)c2nc(C(F)(F)F)c(C#N)c(N)c2c1,-23,7
Cc1ccc(-c2noc(CCC(=O)NC3CCN(Cc4ccccc4)CC3)n2)cc1,-15,8
Cc1ccc(-c2nnn(CC(=O)N(Cc3ccco3)C(C(=O)NC3CCCC3)c3cccs3)n2)o1 (stereo unspecified),5,-6
COc1ccc(C(C)=O)cc1Cn1c(C)c(C(=O)NCc2ccc(C(C)C)cc2)sc1=O,-2,0
CCc1ccc(NC(=O)CCCN2C(=O)C3CC=CCC3C2=O)cc1 (stereo unspecified),-7,1
Cc1ccccc1Nc1nc(N)nc(CSc2n[nH]c(N)n2)n1,19,-1
CCn1cc([N+](=O)[O-])c(C(=O)N2N=C(c3ccc4ccccc4c3)CC2c2cc(Br)ccc2O)n1 (stereo unspecified),56*,-3.5*
CCCCNC(=O)c1cc2cc(OC)ccc2[nH]1,-10,0
COc1ccc2oc(=O)c(C(=O)NCc3ccc4c(c3)OCO4)cc2c1,-23,1
CCN(CC(=O)NCc1ccc(Cl)cc1)C(=O)CSc1ccccc1F,-32,-2
CCC1(c2ccc(F)cc2)NC(=O)N(CC(=O)Nc2cccc(S(=O)(=O)N3CCCCC3)c2)C1=O (stereo unspecified),-2,0
O=C(Nc1ccccc1C(=O)N1CCCC1)c1ccc(Cl)c([N+](=O)[O-])c1,16,-5
CCOC(=O)c1c(NC(=O)CSc2c[nH]c3ccccc23)sc2c1CCCC2,-10,-12
Cc1ccc(NC(=S)Nc2ccc(S(=O)(=O)N3CCOCC3)cc2)cc1S(=O)(=O)N1CCOCC1,2,-9
COc1ccc(-c2c[n+](CC(=O)c3cccs3)c3n2CCC3)cc1,18,-22

Looked up by structure from the list above (4):
structure,TAG inh,TAG inh DAPI viability
O=C(c1ccco1)N1CCN(C(=O)C2CCN(S(=O)(=O)c3cnc[nH]3)CC2)CC1,-8,0
COc1cc(CNC2CCCC2)c(Br)cc1OC1CCCC1,0,20
COc1cccc(CN2CCN(c3ncccn3)CC2)c1OC,7,-6
Cc1ccccc1Nc1nc(N)nc(CSc2n[nH]c(N)n2)n1,19,-1

Following part.
structure,TAG inh,TAG inh DAPI viability
CC(CCc1ccccc1)NCC(O)c1cccc([N+](=O)[O-])c1 (stereo unspecified),1,10
COCCn1c(C)cc(C(=O)COC(=O)Cc2n[nH]c(=O)c3ccccc23)c1C,-2,0
CN1c2ccccc2-c2ccccc2S1(=O)=O,8,16
COc1cc(C(=O)NCC(=O)NCCSc2ccc(Br)cc2)cc(OC)c1OC,2,-1
CCN(CC(=O)NCc1ccc(F)cc1)C(=O)/C=C/c1cccs1,-10,-3
CC(C)C[C@@H](COc1ccccc1)N1CCN(C)CCC1=O,3,-1
COc1cc2ccc(C(C)=O)cc2cc1OC,8,0
COc1ccc(NC(=O)COC(=O)CCC(=O)c2cccs2)cc1OC,0,8
COc1ccc(O)c(C=Nc2cc(NC(C)=O)c(Cl)cc2Cl)c1,-7,10
Nc1cc(=O)[nH]c(SCC(=O)NC2CCCCCCC2)n1,-7,9
N#CC(c1ccc(Cl)cc1)c1ccc2c(C(F)(F)F)cc(C(F)(F)F)nc2n1 (stereo unspecified),26,-27
O=C(c1ccc(CNS(=O)(=O)c2cccc(Cl)c2)cc1)N1CCCC1,18,-5
CCCCN(C=O)c1c(CC)nc2c(OCCOc3ccc(F)cc3)cccn12,7,-4
Cc1nc(NC(=S)Nc2ccccc2)sc1C,-20,-1
O=C(CC(O)c1ccncc1)c1ccccc1O (stereo unspecified),7,0
NS(=O)(=O)c1ccc(NCc2ccccc2OCc2ccc(F)cc2)cc1,-10,-3
Cc1ccc(NC(=O)C2CC(=O)N(c3ccc4c(c3)OCCO4)C2)cc1S(=O)(=O)N1CCCCCC1 (stereo unspecified),-3,3
COCCOc1ccc(C(F)(F)F)cc1NC(=O)COC(=O)C1=COCCO1,-4,4
O=C(CNCc1ccco1)Nc1cccc(S(=O)(=O)N2CCCCC2)c1,-14,7
COCCNc1nc(NCCCN(C)C)c2sccc2n1,16,-12
Cc1ccc(C(C)NC(=O)c2c(-c3ccccc3)noc2C)cc1C (stereo unspecified),14,-5
O=C(NCCOc1ccc(F)cc1)C1CCN(S(=O)(=O)c2ccccc2)CC1,-7,-5
C[C@@H](OC(=O)N(C)Cc1ccccc1)[C@H]1O[C@]2(C)CCCC[C@H]1O2,-25,3
Clc1cccc(Sc2ccc(-c3ccccn3)s2)c1,-12,11
Cc1onc(-c2c(Cl)cccc2Cl)c1C(=O)NC(=S)Nc1sc2c(c1C(N)=O)CCC(C)C2 (stereo unspecified),15,-6
C=CCn1c(C(C)C)nc2ccccc21,-8,3
Cc1ccc(C(=O)O)cc1NC(=O)Nc1cccc2ccccc12,11,-1
O=C(Nc1nc(-c2ccccc2)cs1)c1cccc(S(=O)(=O)N2CCN(Cc3ccccc3)CC2)c1,-12,10
Cc1c(Cl)cccc1NC(=O)CNC(=O)CCCc1nc2ccccc2c(=O)[nH]1,18,-7
O=C1COc2ccc(C(=O)COC(=O)c3cnc(Cl)c(Cl)c3)cc2N1,12,-4

Reformatted with each value named: part of the list above.
O=C(CNCc1ccco1)Nc1cccc(S(=O)(=O)N2CCCCC2)c1
  TAG inh: -14 | TAG inh DAPI viability: 7
O=C(Nc1nc(-c2ccccc2)cs1)c1cccc(S(=O)(=O)N2CCN(Cc3ccccc3)CC2)c1
  TAG inh: -12 | TAG inh DAPI viability: 10
COCCOc1ccc(C(F)(F)F)cc1NC(=O)COC(=O)C1=COCCO1
  TAG inh: -4 | TAG inh DAPI viability: 4
Clc1cccc(Sc2ccc(-c3ccccn3)s2)c1
  TAG inh: -12 | TAG inh DAPI viability: 11

More compounds
structure,TAG inh,TAG inh DAPI viability
CCn1nc(C)c(Br)c1-c1nc(CS(=O)(=O)c2ccsc2)no1,-6,-11
O=C(NCCN1CCOCC1)C(=O)NCc1ccc2c(c1)OCO2,-4,8
CCC(C(=O)O)N1C(=O)/C(=C/C(C)=C/c2ccccc2)SC1=S (stereo unspecified),8,-10
CCOC(=O)Nc1c(C(=O)OC)[nH]c2cc(OC)ccc12,1,-16
O=C(Nc1cc2c3c(c1)CC(=O)N3CCC2)c1ccc(Br)o1,15,0
Cc1cc(C(=O)CSc2nnc(-c3ccc(F)cc3)o2)c(C)n1CC1COc2ccccc2O1 (stereo unspecified),-2,-2
Cc1ccc(S(=O)(=O)Nc2nc(C)c(C)s2)cc1,-8,2
Cc1c(C)c2ccc(Oc3ccc([N+](=O)[O-])cc3C(F)(F)F)c(C)c2oc1=O,6,0
Cc1cc(OCCN2CCOCC2)nc2ccccc12,9,-7
COc1cc(-c2nc3oc4ccccc4c(=O)c3c(=O)n2Cc2ccco2)cc(OC)c1OC,20,7
Cc1cccc(S(=O)(=O)c2c(N)n(Cc3ccco3)c3nc4ccccc4nc23)c1,-15,31
CCN(C[C@H]1N[C@@](Cc2ccccc2)(C(=O)OC)[C@H]2C(=O)N(Cc3ccccc3)C(=O)[C@@H]12)C(=O)Nc1ccc(C(F)(F)F)cc1,12,-16
Cc1ccc(C)c(S(=O)(=O)N2CCN(C(=O)CNC(=O)c3ccc4ccccc4c3)CC2)c1,-5,-1
Cc1scc(C(=O)N2CCN(c3ccc(Cl)cc3)CC2)c1C,-6,7
Cc1cc(F)ccc1NC(=S)NCCc1ccccc1,14,-1
ON=Cc1ccnc2ccccc12,-13,-3
CCc1nc2c(OCC3COc4ccccc4O3)cccn2c1N(C)C(=O)c1cccs1 (stereo unspecified),6,-15
C=CCNC(=O)C(=O)NCC1CCCN1S(=O)(=O)c1cccs1 (stereo unspecified),4,1
O=C(NCC1(c2ccccc2)CCCC1)c1ccccc1Br,-25,-10
Cc1ccn2c(=O)nc(SCC(=O)NCCc3ccccc3)nc2c1,-15,-4
O=C(Nc1cccc(Cl)c1)ON1CCCCC1,-6,-6
COc1ccc(NC(=S)N2CCN(C(=O)C3CCCO3)CC2)cc1 (stereo unspecified),-2,5
